ALDH1A1 block: inhibitors of human aldehyde dehydrogenase 1A1. P00352. Purified ALDH1A1, NADH fluorescence, propionaldehyde substrate. Potency, µM (top dose mostly 75.3 µM), inactives show top-dose activity, negative = inhibition, usual class: inhibitors. 7.3% of 220,000 active. AID 1030; active means well fitted inhibition curve with a large enough effect, not every such curve was filed as active; inconclusive means small, poorly fitted or top-dose-only effect, or another doubt; inactive means no such curve, though single readings can be large or run the other way;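 further: plate controls were no enzyme wells and a reference inhibitor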
Target sequence (P00352 whole entry, looked up): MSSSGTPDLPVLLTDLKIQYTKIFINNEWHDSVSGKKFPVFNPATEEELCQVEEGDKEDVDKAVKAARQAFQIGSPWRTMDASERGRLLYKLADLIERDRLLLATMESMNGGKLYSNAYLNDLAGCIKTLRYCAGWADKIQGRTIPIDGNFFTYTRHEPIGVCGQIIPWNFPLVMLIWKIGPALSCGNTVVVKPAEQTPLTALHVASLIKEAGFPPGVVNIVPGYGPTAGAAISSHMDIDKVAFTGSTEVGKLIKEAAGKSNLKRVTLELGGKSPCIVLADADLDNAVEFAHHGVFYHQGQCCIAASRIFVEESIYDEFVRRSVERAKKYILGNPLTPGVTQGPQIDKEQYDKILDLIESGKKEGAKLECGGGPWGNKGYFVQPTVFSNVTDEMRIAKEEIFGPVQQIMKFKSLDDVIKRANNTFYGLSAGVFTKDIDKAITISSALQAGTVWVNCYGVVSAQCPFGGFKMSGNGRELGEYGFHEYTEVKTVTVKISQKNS
Tau ThT inhib: blocks human tau fibril formation measured by thioflavin T; P10636; recombinant tau K18 P301L, heparin-induced fibrillization, ThT fluorescence; Potency, µM (titrated, usually from 57.4 µM), for inactives: at the highest dose activity, negative = inhibition, usual class: inhibitors; 2.1% of 270,000 active; further: on the % scale 0 is the no-effect control and ±100 the full control effect; nearly all actives have a fitted effect of over 55% in size
Target sequence (P10636 561-689 P618L limits assumed): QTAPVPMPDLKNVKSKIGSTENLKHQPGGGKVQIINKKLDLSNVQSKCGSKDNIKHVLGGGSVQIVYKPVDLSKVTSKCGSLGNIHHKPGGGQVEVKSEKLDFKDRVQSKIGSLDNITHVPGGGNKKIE
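ThT emission at 510 nm, taken 1 hr after adding 30 uM dye, quantifies aggregates formed when 20 uM heparin acts on human tau K18 P301L for 6 hr at 37 C.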
Tau fluor cs: counter-screen for tau fibril formation inhibitors. AID 1463. tau K18 P301L Alexa594 fluorescence, heparin fibrillization. 0.93% of 280,000 active. Potency, µM (top dose mostly 57.7 µM), without a hit: top-dose activity change, negative = decrease; further: on the % scale 0 is the no-effect control and ±100 the full control effect; nearly all actives have a fitted effect of over 55% in size
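Human tau K18 P301L (15 uM unlabeled, 0.24 uM Alexa 594-labeled) in 100 mM sodium acetate pH 7 with 20 uM heparin, 6 hr at 37 C. ThT 30 uM added, 1 hr ambient; Alexa 594 FP and total fluorescence read at 555/632 nm.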
SMN2 splice up: increases expression of the SMN2 splice variant. AID 1458. Potency, µM (series often up to 46.1 µM), inactives show top-dose activity change, positive = activation, actives largely listed as activators. 2.8% of 210,000 active. HEK293 SMN2-luciferase splicing reporter, luminescence, 30-36 h; further: % of control where 0% means no effect; nearly all actives have a fitted effect of over 55% in size
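qHTS luciferase splicing reporter: luminescence rises when SMN2 exon 7 is included in transfected HEK293 cells. Compound exposure lasted 30-36 h at 37C, with 4.5 mM final sodium butyrate as control, followed by a ONE-Glo read.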
KDM4E inh: inhibitors of human JMJD2E histone demethylase | B2RXH2 | JMJD2E catalytic domain, FDH-coupled NADH fluorescence (FDH is formaldehyde dehydrogenase) | Potency, µM (top dose mostly 57.1 µM), for inactives: top-dose activity change, negative = inhibition, usual class: inhibitors | 1.6% of 230,000 active | AID 2147; active means well fitted inhibition curve with a large enough effect, not every such curve was filed as active; inconclusive means small, poorly fitted or top-dose-only effect, or another doubt; inactive means no such curve, though single readings can be large or run the other way;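 further: 0% = wells with enzyme and -100% = buffer wells without enzyme; nearly all actives have a fitted effect of over 50% in size; many of its hits are not listed in these tables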
Target sequence (B2RXH2 1-337 limits assumed): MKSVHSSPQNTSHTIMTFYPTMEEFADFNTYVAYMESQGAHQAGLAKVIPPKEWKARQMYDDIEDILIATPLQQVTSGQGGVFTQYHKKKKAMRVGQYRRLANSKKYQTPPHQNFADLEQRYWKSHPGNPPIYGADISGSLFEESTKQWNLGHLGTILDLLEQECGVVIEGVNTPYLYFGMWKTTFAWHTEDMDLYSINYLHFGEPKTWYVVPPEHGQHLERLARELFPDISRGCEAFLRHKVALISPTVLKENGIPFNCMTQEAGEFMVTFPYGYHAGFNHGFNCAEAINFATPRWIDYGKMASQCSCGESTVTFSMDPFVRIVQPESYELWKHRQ
HTT ATP protect: protects HTT-Q103 PC12 cells, measured by ATP. PC12 HTT-Q103 induced, cytoprotection, ATP luminescence, 40 h. Potency, µM (series often up to 56.4 µM), for inactives: cytoprotection (ATP increase), hits mostly activators. 0.14% of 230,000 active. AID 1471;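 further: % of control where 0% means no effect; nearly all actives have a fitted effect of over 45% in size; toxic huntingtin expression switched on by the ecdysone agonist tebufenozide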
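Compounds added alongside 100 nM tebufenozide, which induces toxic Q103 huntingtin exon 1-GFP in stable PC12 cells; surviving cells quantified by luminescent ATP measurement. Medium: phenol red-free DMEM, 5% equine and 5% calf serum.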
Tau fibril FP: inhibitors of human tau fibril formation; K18 P301L tau heparin fibrillization, Alexa594 FP, 6 h; Potency, µM (titrated, usually from 57.7 µM), inactives show at the highest dose activity, negative = inhibition, most hits filed as inhibitors; 0.39% of 280,000 active; further: on the % scale 0 is the no-effect control and ±100 the full control effect; nearly all actives have a fitted effect of over 55% in size
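Human K18 P301L fragment (15 uM unlabeled plus 0.24 uM Alexa 594-labeled) in 100 mM sodium acetate pH 7 with compound, aggregation induced by 20 uM heparin for 6 hr at 37 C. ThT (30 uM) added for 1 hr, then Alexa 594 FP read.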
HttQ103 aggreg: reduces HttQ103-GFP aggregates in PC12 cells; PC12 HttQ103-GFP aggregates, Acumen cytometry, 40 h; Potency, µM (titrated, usually from 46.1 µM), for the others: at the highest dose activity change, negative = inhibition, most hits filed as inhibitors; 1.1% of 220,000 active; AID 1688; further: on the % scale 0 is the no-effect control and ±100 the full control effect; nearly all actives have a fitted effect of over 60% in size
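Huntingtin Q103 exon 1–GFP aggregates in induced PC12 cells (100 nM tebufenozide) were quantified by cytometry from lysates, with compounds dosed in titration.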
* marks the source's active call; other numbers are inactive results; ? = inconclusive; · = not tested or not shown; [ ] = dose if it differs, or a comment. Unless noted, the call rests on the fitted dose curve; in most records, active means well fitted curve in the direction sought with a large enough effect; inconclusive means small, poorly fitted or top-dose-only effect, or another doubt; inactive means no such curve, though single readings can be large; an effect the other way counts as inactive or inconclusive. Potency means the concentration at half of the fitted maximal effect. An excerpt; count on the stated rates, not on these rows.

Values in the order – ALDH1A1 block	Tau ThT inhib	Tau fluor cs	SMN2 splice up	KDM4E inh	HTT ATP protect	Tau fibril FP	HttQ103 aggreg
CCC(=O)N1CCc2cc(Br)cc(S(=O)(=O)CCC(=O)N3CCN(c4ccccc4OC)CC3)c21
→ ·	-4%	-12%	1%	·	·	-4%	·
CC(=O)/C=C/c1ccccc1O
→ 4%	-15%	0%	-4%	-13%	30%[10 µM]	?	-2%
COC(=O)c1c(N2C(=O)[C@H]3[C@@H](C2=O)[C@]2(C(=O)Nc4ccccc42)N2CCC[C@@H]32)sc(C)c1C
→ 0%	-10%	-18%	-2%	-3%	-24%	6%	4%
C/C(=N\NC(=S)NCCc1ccccc1)c1cccs1
→ ?	-3%	-24%	-1%	-5%	25%[10 µM]	6%	-8%
COc1cc(NC(=O)c2c(F)c(F)c(F)c(F)c2F)c(OC)cc1Cl
→ 6%	-8%	-6%	12%	2%	7%[0.074 µM]	-5%	20%
CC(CC#CCN1CCOCC1)OCCC#N (stereo unspecified)
→ -3%	-10%	-2%	0%	3%	-12%	3%	-8%
CC(O)CNc1nc2sc3c(c2c(=O)n1CCc1ccccc1)CCCCC3 (stereo unspecified)
→ ?	?	10µM*[quencher]	4%	-14%	-26%[10 µM]	12%	?
Cn1cc2cc([N+](=O)[O-])ccc2n1
→ -5%	-8%	-10%	9%	6%	5%[10 µM]	-4%	9%
COc1ccc(CC(=O)OCn2nnc3ccccc3c2=O)cc1
→ -3%	-1%	1%	10%	6%	-11%[10 µM]	0%	1%
COC(=O)CSc1nc(C)c2ccc(OC)cc2n1
→ ?	-5%	-2%	-3%	?	27%[10 µM]	-1%	-2%
O=c1cc(CN2CCN(c3cccc(C(F)(F)F)c3)CC2)nc2sccn12
→ ·	-3%	-8%	·	0%	23%[10 µM]	-6%	9%[9.22 µM]
Nc1cccc(/C=C/C(=O)O)c1
→ ·	-14%	-13%	·	3%	3%[10 µM]	0%	-6%[9.22 µM]
COc1ccc(C(=O)N2CCCC(C(=O)N3CCN(c4ccccc4)CC3)C2)cc1 (stereo unspecified)
→ ·	-10%	1%	·	-2%	6%[10 µM]	5%	-9%[9.22 µM]
C/C(CC(=O)Nc1ccc2c(c1)OCCO2)=N\NC(=O)c1ccccn1
→ ?	-13%	-6%	-1%	19%	-116%[inhibitor]	-9%	-31%
O=C1CCNc2ccc(-c3ccccc3)cc21
→ ?	-21%	?	?	?	·	6%	-14%
COc1ccc(CNC(=O)Cc2coc3ccc(C)cc23)cc1
→ ·	-9%	-17%	-9%	·	·	-11%	·
Cc1ccc2c(c1)nnn2C1CCN(C(=O)c2ccccc2F)CC1
→ ?	0%	-2%	·	-11%	11%[10 µM]	0%	-6%[9.22 µM]
COCCN1C(=O)c2ccccc2C(C(=O)NCCCN2CCCC2=O)C1c1c[nH]c2ccccc12 (stereo unspecified)
→ 8%	2%	7%	8%	4%	-10%[10 µM]	4%	-19%
Cc1ccc(CN2C(=O)C(C)Oc3ccccc32)cc1 (stereo unspecified)
→ 7%	-6%	-7%	·	-16%	-4%[10 µM]	-5%	-10%[9.22 µM]
O=C1CCCC(O)=C1N=Nc1ccc(S(=O)(=O)N2CCOCC2)cc1
→ ·	?	-20%	·	-24%	-38%[10 µM]	-8%	-30%[9.22 µM]
Cn1c(=O)c2c(nc(Cl)n2Cc2ccncc2)n(C)c1=O
→ 6%	-3%	2%	-24%	7%	-10%	5%	?
COc1ccccc1CNC(=O)CC1Sc2ccccc2NC1=O (stereo unspecified)
→ 0%	-6%	-9%	-5%	8%	20%	-8%	13%
CCOc1ccc(-c2cc(N3C(=O)Nc4ccccc4N3O)n[nH]2)cc1
→ 16%	-5%	2%	4%	8%	·	4%	-11%
CCOC(=O)c1ccc(NC(=O)c2ccc(C)c(S(=O)(=O)N3CCOCC3)c2)cc1
→ ?	-20%	?	-62%[inhibitor]	-1%	-11%	-16%	1%
Cc1ccc(NC(=O)CCC(=O)NNC(=O)c2ccccc2)c(C)c1
→ -4%	-6%	-1%	-2%	7%	7%[10 µM]	-5%	15%[9.22 µM]
CCOc1ccccc1N(CC(=O)Nc1ccc2c(c1)OCCO2)S(C)(=O)=O
→ 6%	6%	2%	1%	8%	-12%	-3%	3%
CCCn1nc(C(=O)N2CC(=O)Nc3ccccc32)c2ccccc2c1=O
→ 4%	1%	0%	0%	0%	-77%[inhibitor][10 µM]	-2%	-4%
CC(Sc1nnc(Cn2c(=O)sc3ccccc32)n1C)c1ccccc1 (stereo unspecified)
→ -14%	-9%	0%	4%	4%	-2%[10 µM]	9%	-13%
COc1ccccc1NC(=O)c1c(NC(=O)c2ccccc2Cl)sc2c1CCC2
→ ·	-3%	-13%	-2%	·	·	-15%	·
CC(C)NC(=O)C1CCCN(c2nnc(-n3cccc3)s2)C1 (stereo unspecified)
→ 15%	1%	1%	2%	4%	-6%	4%	-6%

Rewritten in markdown: entries from further up
| molecule | ALDH1A1 block | Tau ThT inhib | Tau fluor cs | SMN2 splice up | KDM4E inh | HTT ATP protect | Tau fibril FP | HttQ103 aggreg |
| --- | --- | --- | --- | --- | --- | --- | --- | --- |
| CC(Sc1nnc(Cn2c(=O)sc3ccccc32)n1C)c1ccccc1 (stereo unspecified) | -14% | -9% | 0% | 4% | 4% | -2%[10 µM] | 9% | -13% |
| COc1ccccc1NC(=O)c1c(NC(=O)c2ccccc2Cl)sc2c1CCC2 | · | -3% | -13% | -2% | · | · | -15% | · |

More structures.
Values in the order – ALDH1A1 block	Tau ThT inhib	Tau fluor cs	SMN2 splice up	KDM4E inh	HTT ATP protect	Tau fibril FP	HttQ103 aggreg
CCC(=O)C(C(=O)OC)[C@H](CCc1ccccc1)NC(=O)OC (stereo partly specified)
→ 3%	0%	-6%	3%	-2%	2%	-11%	·
CC(C)N(C)CCOC(=O)/C=C/c1ccccc1
→ 16%	3%	6%	5%	-1%	-2%[10 µM]	-4%	16%
Cc1ccc(-c2nc3ncccn3c2Nc2ccc3c(c2)OCCO3)o1
→ ?	?	-16%	?	-9%	1%	8%	24%
Cc1nn(C)cc1/C=N/NC(=O)Cn1nccc1C
→ -1%	7%	0%	7%	-3%	·	5%	1%
O=C(/C=C\Nc1ccc2c(c1)OCO2)c1ccc2c(c1)OCO2
→ 6%	?	-17%	?	-19%	-18%[10 µM]	8%	9%[9.22 µM]
O=C(Nc1ccccc1)N1CCCCC1c1cccnc1 (stereo unspecified)
→ 14%	-5%	1%	24%	-2%	10%	1%	23%
CC(Sc1sc(=S)sc1SC(C)C(=O)O)C(=O)O (stereo unspecified)
→ ?	-5%	-4%	3%	-4%	2%	-5%	16%
Fc1cccc(NC(=S)NCCCN2CCOCC2)c1
→ 2%	1%	-5%	-14%	5%	-8%	3%	1%
Cc1ccc(OCC(=O)Nc2nnc(C3CCCO3)s2)c(Br)c1 (stereo unspecified)
→ ?	?	-17%	4%	-4%	-14%	-8%	-12%
CC(C)(C)NC(=O)Cn1ccc(=N)c2ccccc21
→ -7%	-7%	-3%	-6%	?	-4%[0.074 µM]	-3%	-5%
CC(C)C(C)NC(=O)COC(=O)c1cc(S(=O)(=O)N(C)C)ccc1N1CCCC1 (stereo unspecified)
→ ?	2%	-1%	6%	-6%	10%[10 µM]	2%	-1%[9.22 µM]
Cc1cccc(-c2nnc(SCC(=O)Nc3cccc(C(=O)N4CCOCC4)c3)n2C)c1
→ 2%	-6%	2%	-8%	5%	·	6%	12%
CC(O)CNC(=O)C1CCN(Cc2ccc(OCc3ccccc3)cc2)CC1 (stereo unspecified)
→ 20µM*	6%	1%	3%	9%	-3%[4.97 µM]	-3%	14%
Cc1cc(C(=O)OCC(=O)c2ccc3c(c2)OCCO3)c(C)o1
→ ?	?	-13%	-16%	-6%	-12%	1%	-8%
CCOC(=O)c1ccc(NC(=O)c2nc[nH]c2C(=O)N2CCN(c3ccccc3)CC2)cc1
→ ·	12%	14%	·	-18%	-17%[10 µM]	-2%	17%[9.22 µM]
COc1ccc(CC(=O)Nc2cccc(-c3nnc(-c4ccc(C)cc4)o3)c2)cc1OC
→ -15%	-12%	-23%	-132%[inhibitor]	-3%	6%[1.9 µM]	-9%	-17%
CCCCCc1cc(=O)oc2c(C(CCN3CCCC3)c3cc(OC)c(OC)c(OC)c3)c(OC)cc(OC)c12 (stereo unspecified)
→ ·	?	5%	·	22µM*	-19%[10 µM]	0%	4%[9.22 µM]
CCOC(=O)N1CCC(NCCNC(=O)c2ccco2)CC1
→ ?	11%	10%	·	-9%	10%[10 µM]	6%	-1%[9.22 µM]
COC(=O)c1ccc(N2CCN(CC(=O)c3ccc(-c4ccccc4)cc3)CC2)c([N+](=O)[O-])c1
→ ?	?	-10%	-4%	?	-12%	1%	29%
O=C(NNC(=S)NC1CCCCC1)c1ccccc1Cl
→ -1%	6%	2%	7%	29%	-11%	3%	5%[9.22 µM]
O=C(COC(=O)C1(c2cccc(F)c2)CCCC1)NCc1cccs1
→ 4%	-14%	-13%	1%	-4%	-15%	6%	6%
CCCCOc1ccc(CNC(=O)C2CCN(c3nnc(-n4cccc4CNc4ccc(C)cc4)s3)CC2)cc1
→ ·	-15%	-17%	-48%[inhibitor]	·	·	4%	·
O=C(Nc1cc2c(cc1C(=O)c1ccccc1)OCCO2)c1ccc(Br)cc1
→ ·	11%	-7%	-2%	·	·	-18%	·
N#Cc1c(C(F)(F)F)cc(-c2cccs2)nc1SCC(=O)Nc1ccccc1F
→ ·	?	4%	0%	·	·	-14%	·
COc1ccc(CCNc2nc(-c3ccc(NC(C)=O)cc3)cs2)cc1OC
→ ?	?	?	-44%[inhibitor]	-5%	-35%[inhibitor]	7%	-32%
Brc1cc(Br)c2nc(-c3cccs3)ccc2c1
→ -4%	?	?	11µM*	?	-8%	?	9%
CCN(CC(=O)Nc1cc(C)c(Cl)cc1OC)CC(=O)NC1CCS(=O)(=O)C1 (stereo unspecified)
→ 2%	-2%	-2%	·	-2%	-36%[inhibitor]	6%	4%
O=C(NC(=O)N1CCCCC1)c1ccccc1
→ 10%	-10%	-8%	9%	1%	1%	-6%	-5%
Cc1ccc(-c2cc(=O)c3ccccc3[nH]2)cc1
→ -6%[120 µM]	-20%[126 µM]	-11%[126 µM]	12%	-1%	·	-1%[126 µM]	8%
COc1ccccc1-c1nnc(SCC(=O)Nc2ccc(Cl)cc2Cl)o1
→ -11%	-17%	-9%	7%	1%	-14%	3%	?
